High-throughput results from PubChem.
KDM5B inh – blocks human KDM5B histone demethylase activity; KDM5B demethylase, FDH-coupled NADH fluorescence (FDH is formaldehyde dehydrogenase); AID 1347165; Potency, µM (highest dose often 57.7 µM), without a hit: at the highest dose activity change, negative = inhibition, most hits filed as inhibitors; 2.6% of 220,000 active; active = well fitted inhibition curve with a large enough effect; inconclusive = small, poorly fitted or top-dose-only effect; inactive = no such curve, though single readings can be large or run the other way; also: 0% is about no effect; nearly all actives have a fitted effect of over 70% in size
Target sequence (Q9UGL1 whole entry, looked up): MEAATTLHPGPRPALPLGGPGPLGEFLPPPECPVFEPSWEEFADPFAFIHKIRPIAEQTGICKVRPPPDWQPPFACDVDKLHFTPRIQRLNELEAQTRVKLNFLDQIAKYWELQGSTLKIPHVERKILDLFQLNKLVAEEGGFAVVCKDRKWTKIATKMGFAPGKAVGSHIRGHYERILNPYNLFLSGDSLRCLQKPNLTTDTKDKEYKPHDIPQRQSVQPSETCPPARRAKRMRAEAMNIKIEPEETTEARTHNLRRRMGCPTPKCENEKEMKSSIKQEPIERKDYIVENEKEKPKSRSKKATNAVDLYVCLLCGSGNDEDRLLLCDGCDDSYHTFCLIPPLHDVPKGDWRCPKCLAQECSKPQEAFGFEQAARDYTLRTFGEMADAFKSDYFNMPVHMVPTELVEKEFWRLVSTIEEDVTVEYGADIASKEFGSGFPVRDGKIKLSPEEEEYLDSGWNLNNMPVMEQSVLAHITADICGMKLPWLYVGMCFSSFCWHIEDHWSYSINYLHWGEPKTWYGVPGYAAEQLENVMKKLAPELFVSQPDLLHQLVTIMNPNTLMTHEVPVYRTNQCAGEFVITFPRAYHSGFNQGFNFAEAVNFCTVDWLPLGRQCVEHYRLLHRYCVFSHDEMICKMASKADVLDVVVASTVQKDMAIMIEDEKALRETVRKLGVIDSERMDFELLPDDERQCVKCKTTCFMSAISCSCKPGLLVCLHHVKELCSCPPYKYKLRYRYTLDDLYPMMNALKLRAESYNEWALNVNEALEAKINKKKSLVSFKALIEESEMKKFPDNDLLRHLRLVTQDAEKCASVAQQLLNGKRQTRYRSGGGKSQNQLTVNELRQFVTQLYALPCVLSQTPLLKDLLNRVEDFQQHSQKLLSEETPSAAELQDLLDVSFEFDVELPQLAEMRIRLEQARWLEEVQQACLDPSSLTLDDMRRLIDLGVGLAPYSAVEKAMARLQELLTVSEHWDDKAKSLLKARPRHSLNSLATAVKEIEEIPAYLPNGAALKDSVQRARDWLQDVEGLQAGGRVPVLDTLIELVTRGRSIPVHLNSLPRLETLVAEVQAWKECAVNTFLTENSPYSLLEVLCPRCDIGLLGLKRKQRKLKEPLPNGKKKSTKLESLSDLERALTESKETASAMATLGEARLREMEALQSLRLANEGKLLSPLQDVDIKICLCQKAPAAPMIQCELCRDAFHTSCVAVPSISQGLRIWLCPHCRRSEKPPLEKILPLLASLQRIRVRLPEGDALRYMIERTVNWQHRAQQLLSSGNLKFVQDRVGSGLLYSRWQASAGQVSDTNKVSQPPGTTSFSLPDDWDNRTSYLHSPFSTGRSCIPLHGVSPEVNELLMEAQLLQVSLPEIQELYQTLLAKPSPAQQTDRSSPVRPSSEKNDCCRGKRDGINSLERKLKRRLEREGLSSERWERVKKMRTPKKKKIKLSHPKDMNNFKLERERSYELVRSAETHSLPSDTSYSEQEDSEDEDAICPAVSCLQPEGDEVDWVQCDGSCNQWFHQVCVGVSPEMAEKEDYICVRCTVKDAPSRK
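Inhibition is measured as reduced NADH fluorescence generation from FDH coupling to formaldehyde release. Truncated KDM5BΔAP at 200 nM final acts on H3K4me3 peptide (12.5 µM in substrate mix) in pH 7.5 HEPES buffer with Tween-20, 30 min, room temperature.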
The depositor's hits bear a star; i = inactive; u = inconclusive; & = joins results of further samples; [ ] = another dose, or the depositor's remark. Potency is read from the fitted curve at half-maximal effect. Only part of the results is shown (hit frequency here may not be typical).

SMILES	KDM5B inh
COC(=O)C1=C(C)N=C2SC=C(CC(=O)NCc3ccccc3F)N2C1c1ccccc1Cl (stereo not given)	-19.0%
CCC(=O)NCC(=O)NC1CCN(S(=O)(=O)c2ccc(NC(C)=O)cc2)CC1	-4.6%
Cc1ccc2c(=O)cc(C(=O)Nc3sc4c(c3C(=O)NCc3cccnc3)CCCC4)oc2c1C	-6.2%
CC(=O)N[C@H]1[C@H](O)[C@H](O)C[C@@H]1c1ccc(C(F)(F)F)nc1	11.0%[86.2 µM]
Cc1nnc(-c2cc(-c3ccsc3)ccn2)n1Cc1ccncc1	u
CC12CCC(=O)N1C(C(=O)Nc1ccccc1N1CCOCC1)CS2 (stereo not given)	15.5%
COC(=O)C1(NC(=O)c2ccc3c(c2)OCO3)CCCCC1	17.5%
CC(=O)c1cccc(Nc2ccc3cc(S(=O)(=O)N4CCCC4)ccc3n2)c1	u
O=C(C1CC1)N1CCC2(CC1)CC(Cc1nc(-c3ccncc3)no1)CCO2 (stereo not given)	29.9%
COc1cccc(C2=NN(C(=O)c3cccs3)C(c3ccc4nccnc4c3)C2)c1 (stereo not given)	u
COc1ccccc1NC(=O)c1cc2c(n(-c3ccc(C)cc3)c1=O)CC(C)(C)CC2=O	-6.5%
O=C(Nc1ccc(NC(=O)c2cc([N+](=O)[O-])ccc2N2CCOCC2)cc1)c1cccs1	-10.0%
COc1ccc(C2(C(=O)NCC(=O)N3CCCCCNC(=O)CC3c3ccccc3)CC2)cc1 (stereo not given)	34.2%
Cc1ccc(/C(O)=C/C(=O)C(=O)NC23CC4CC(CC(C4)C2)C3)cc1	u
CCCNC(=O)NNC(=O)C(CC)c1ccccc1 (stereo not given)	12.2%
O=C(NC1CCCCCC1)c1ccc2c(Cl)c3c(nc2c1)CCC3	-2.4%
COc1ccc(C(=O)N2CCC(C(=O)NC(C)c3cccc(Cl)c3)CC2)c2ccccc12 (stereo not given)	1.2%
Cc1ccc(C)c(NC(=O)COC(=O)Cn2cnc3c2c(=O)n(C)c(=O)n3C)c1	25.1%
CC(=O)NCC(=O)N1CCCC2(COc3ccccc3[S+](=O)([O-])N2)C1 (stereo not given)	5.9%[115 µM]
COc1ccc(-c2cccc(NS(=O)(=O)c3cc(C(F)(F)F)ccc3Cl)c2)nn1	17.6%&-12.5%
O=C1CC(c2noc(-c3ccccc3Cl)n2)CN1c1ccc(F)cc1 (stereo not given)	18.6%
CN(C(=O)CCn1nc(-c2ccc(Cl)cc2)c2ccccc2c1=O)c1ccccc1	7.3%
Cc1nc2cc(NC(=O)C3CC(=O)N(C4CC4)C3)ccc2o1 (stereo not given)	15.6%
Cc1cn2nc(C(=O)NCc3ccc(Cl)cc3)cc2c(N2CCCC2)n1	31.6µM*
CCOc1cc(=O)n2c(c1C(=O)Nc1ccccc1C)CCCC2	-18.2%
CC1CCn2c(nc3cc(C(=O)NCc4ccc(OC(C)C)cc4)ccc32)C1 (stereo not given)	-14.1%
COc1cc2nc(CSCC(=O)N3CCCC3)[nH]c(=O)c2cc1OC	-7.1%
COc1ccc(C(=O)N2CCC3(CC2)C(=NC2CCCCC2)NC(=O)N3c2cccnc2)cc1	6.7%[115 µM]
CNC(=O)CN1CN(c2ccccc2)C2(CCN(C(=O)NC34CC5CC(CC(C5)C3)C4)CC2)C1=O	-6.3%
COc1ccc(C(=O)N2CC[C@H]3COC(=O)N3c3cc(F)ccc3C2)cc1	20.5%[86.2 µM]
c1ccc(CCNc2nc(Nc3ccccc3)c3nccnc3n2)cc1	8.4%
Cc1[nH]c2ccccc2c1C(=O)/C=C/c1ccc(F)c(F)c1	-18.0%
O=C(O)c1cccnn1	4.1%
Cc1ccc(NC(=O)c2nnn(Cc3ccccc3)c2N)cc1C	-18.9%
O=C1[C@@H]2C[C@@H](CN2C2CCCC2)Oc2ccccc2N1Cc1ccccc1	u
CCCCCCc1cc2cc(-c3nnc(-c4cccc(Cl)c4)o3)c(=O)oc2cc1O	u
O=c1c2oc3ccccc3c2n(Cc2ccc(Cl)cc2)c(=O)n1Cc1ccco1	-10.7%
COc1ccc(Cl)cc1-n1ccc2c(cnc3nc(C(F)(F)F)nn32)c1=O	-8.8%
CNC(=O)[C@@H]1CN(C(=O)c2ccsc2)C[C@H]1c1nc(C)no1	1.9%
Cc1c(NC(=O)c2cccc3c(Cl)cccc23)cccc1-c1nc2ccccc2o1	2.1%
COc1ccccc1C(=O)N1CC(N(C)c2ccccc2C)C1	12.0%[149 µM]
CCC(C(=O)NCc1nnc2cc(-c3nc(C4CC4)no3)ccn12)c1ccccc1 (stereo not given)	i
C=CCNc1nc2c(c(=O)[nH]c(=O)n2C)n1Cc1cccc(C)c1	12.7%
CCOc1ccc2nc(N3CCCC(C(=O)NCc4ccccc4OC)C3)sc2c1 (stereo not given)	4.3%
CCn1cc(CN2CCC(C(=O)Nc3cccc(-c4cccc(F)c4)c3)CC2)cn1	17.1%
O=C(CCc1cccnc1)NCCC12CC3CC(CC(C3)C1)C2	-1.1%
COC(=O)c1c(-c2cccs2)csc1NC(=O)COc1ccccc1	u
COc1cccc(CN2CCC3(CC2)C(C(=O)O)CC(=O)N3C)c1OC (stereo not given)	-17.2%
CCCN1CCCC2(CCN(S(=O)(=O)c3cccc(OC)c3)C2)C1=O (stereo not given)	15.8%
CCCN1CCN(C(=O)CN2C(=O)c3cccnc3Oc3ccc(Cl)cc32)CC1	7.6%
Cc1cc(C)nc(Nc2ncc(O)n2-c2ccccc2)n1	14.7%
COc1ccccc1CCNC(=O)C1CC(=O)N(c2n[nH]c3cccc(F)c23)C1 (stereo not given)	22.4µM*
COCC1CN(C(C)=O)CC12CCN(C(=O)CN1CCCCCC1)CC2 (stereo not given)	0.7%
O=C(CCc1nnn2c1CN(Cc1ccc(Br)o1)CC2)N1CCCC1	u
Cc1cc(-c2ccc(S(=O)(=O)N3CCN(c4cc(Cl)ccc4C)CC3)s2)on1	8.4%
Cc1cc(C)c(OCC(=O)Nc2ccc3oc(C)nc3c2)c(C)c1	20.0%
CCCCN(CC)CCCNC(=O)c1nn(C)c2c1CSc1ccccc1-2	-6.9%
Cc1ccc(C)c(NC(=O)Cn2nc(C)c3nn(-c4ccc(Cl)cc4)c(C)c3c2=O)c1	-4.6%
CC(=O)c1ccc(NC(=O)Cn2cccc2-c2nc(-c3ccc4c(c3)OCO4)no2)cc1	7.9%
Cn1nnc(NC(=O)COc2ccc(Cl)cc2Cl)n1	13.6%
The results go on.
SMILES	KDM5B inh
CCOC(=O)N1CCN(C(=O)c2ccc3oc(CCCc4ccccc4)nc3c2)CC1	9.0%
CCN1CCCC12Cc1ccccc1CN([S+](C)(=O)[O-])C2 (stereo not given)	u
CCCN(CC1CCOC1)C(=O)Nc1ccccc1CC (stereo not given)	13.1%
CC1CCCCC1NC(=O)c1ccncc1 (stereo not given)	-3.2%
Cc1ccc(Cl)cc1NC(=O)CSc1nccn1C	-17.9%
Cc1ccc(-n2ncc3c(NNC(=O)c4ccccc4C)ncnc32)cc1	u
COc1cccc(NC(=O)N2CCOc3ccc(Cl)cc32)c1	6.1%
COC(=O)CCN(C(=O)C1CCN(S(=O)(=O)c2c(C)noc2/C=C/c2ccccc2F)CC1)c1ccccc1	u
COc1nnc(-c2ccc(N3CCCCC3)c(NC(=O)c3ccccc3Cl)c2)c2ccccc12	u
Cn1nc(C(=O)N2CCCC(c3[nH]ccc3C(N)=O)C2)c2ccccc21 (stereo not given)	-1.8%
NC(=O)[C@@H]1CN(C(=O)c2cccnn2)C[C@H]1COc1ccccc1	-1.4%
CCN(CC)c1ccc(NC(=O)c2cc(S(=O)(=O)N3CCc4ccccc43)cn2C)c(C)c1	-25.4%
CC(C)(C)Nc1ncnc2sc(-c3ccccc3)cc12	u
O=C1NCCOCCCN(S(=O)(=O)c2ccc3c(c2)CCC3)[C@H]2CCCC[C@@H]12	6.3%
Cc1ccccc1CN(C)C(C(=O)NC1CC1)c1ccccc1 (stereo not given)	12.7%
COC(=O)c1sccc1NC(=O)CC1(C(=O)O)CCCCCC1	14.7%
COc1ccc(-c2cc(N3CCCC(NC(=O)c4cccc(C)c4)C3)n[nH]2)cc1 (stereo not given)	-2.8%
COc1ccccc1CNC(=O)CCC1N=C2c3ccccc3N=C(SCc3ccc(C)cc3C)N2C1=O (stereo not given)	u
CCCn1c2ccccc2c2cnn(CC(=O)NC(C)CC)c(=O)c21 (stereo not given)	u
Cc1ccc(N(C)S(=O)(=O)c2c(-c3cccc(F)c3)csc2C(=O)NCc2cccnc2)cc1	17.2%
CC(C)NC(=O)c1nc(-c2ccc(Cl)cc2Cl)c2ccccn12	79.4µM*
COc1cc(/C=C2\SC(=O)N(CC(=O)Nc3cccc(C)c3)C2=O)ccc1OC(C)C(=O)O (stereo not given)	-29.9%
Cc1c(O)ccc2c(CN3CCN(Cc4ccccc4)CC3)cc(=O)oc12	u
CCCN(Cc1cccs1)C(=O)Nc1cc(C)ccc1OC	11.2%
COCCC(=O)N[C@H]1CC[C@]2(C)CCC([C@H](C)C(=O)NCc3ccc(F)cc3)[C@H](O)[C@H]2[C@@H]1C (stereo not given in full)	19.4%
COc1ccc(CC(=O)NCc2ccc3c(c2)CCN3C(=O)c2ccc(C)cc2)cc1OC	-11.5%
O=C(CN1CCN(c2ccccc2)CC1)N1N=C(c2cc3ccccc3o2)CC1c1ccco1 (stereo not given)	-29.8%
Cc1c(C(=O)N2CCOCC2)oc2c1-c1nn(CC(=O)NCc3cccc(Cl)c3)cc1CC2	u
CCOc1ccccc1NC(=O)Cn1cnc2c1c(=O)n(C)c(=O)n2C	-10.9%
CCOc1cc(C)c(C(C)C)cc1S(=O)(=O)NC1CC(C)(C)NC(C)(C)C1	2.4%
O=C(NC1CCCC1)C(c1ccc(F)cc1)N(Cc1ccccc1)C(=O)c1csnn1 (stereo not given)	10.4%
CC(=O)c1ccc(NC(=O)Cn2c(-c3ccc(F)cc3)nc(C)cc2=O)cc1	6.8%
COc1ccccc1Nc1nc(N)c(C(=O)c2cc(C)c(C)cc2C)s1	4.8%
Cc1cccc(NC(=O)c2ccc3c(c2)OCCO3)c1C	19.4%
O=C(/C=C/c1cccs1)c1cc2ccccc2o1	-10.5%
COc1ccc(N2CC(C(=O)N3CCC(C(=O)NCC(F)F)C3)NC2=O)cc1 (stereo not given)	8.5%&-8.5%
CN(C)c1cccc(NC(=O)Cc2c[nH]c3ncc(-c4ccccc4)cc23)c1	u
CCCN(C)c1nccnc1OC1CCN(C(=O)CC)C1 (stereo not given)	-14.0%
CCC(C(=O)Nc1cc(F)ccc1F)n1nc(-c2ccccc2)ccc1=O (stereo not given)	12.4%
N#Cc1cccc(C(=O)Nc2ccc([C@@H](O)[C@H]3COCC(=O)N3Cc3ccccc3F)cc2)c1	17.1%
CCN1CCN(C(=O)c2ccc3c(c2)n(Cc2cccc(F)c2)c(=O)c2ccnn23)CC1	25.1µM*
Cc1nn(-c2ccc(F)cc2)c2nc(C3CC3)c(Cl)c(C(=O)O)c12	u
COc1ccc(CN2CC3(COCC2=O)CN(c2ccccc2)C3)cc1F	-22.4%[86.2 µM]
COCC1CN(C2CCC2)CC12CCN(C(=O)NCc1ccccc1)CC2 (stereo not given)	u
CCc1noc(-c2cn(C3CCN(C(=O)Cc4ccc(C)cc4)CC3)nn2)n1	15.1%
COc1cc(Cl)c(NS(=O)(=O)c2ccc(-c3cnc(C4CC4)o3)cc2)c(OC)c1	-16.9%
O=C(NCc1ccc(F)cc1)C1CCc2nnc(C3CCN(C(=O)C4CC4)CC3)n21 (stereo not given)	5.1%[115 µM]
C[C@H](NC(=O)C(=O)Nc1ccc2cc[nH]c2c1)c1ccccc1	6.3%
Cc1cccc(CN2CCc3ncc(C(=O)NCc4ccccc4)n3CC2)c1	-1.9%[86.2 µM]
CC(=O)N1CCc2nc(C(C)C)nc(-c3ccc(O)cc3)c2CC1	-19.4%[86.2 µM]

Molecules shown so far containing a thiophene ring, fused or not, in the order listed:
SMILES	KDM5B inh
Cc1ccc2c(=O)cc(C(=O)Nc3sc4c(c3C(=O)NCc3cccnc3)CCCC4)oc2c1C	-6.2%
Cc1nnc(-c2cc(-c3ccsc3)ccn2)n1Cc1ccncc1	u
COc1cccc(C2=NN(C(=O)c3cccs3)C(c3ccc4nccnc4c3)C2)c1 (stereo not given)	u
O=C(Nc1ccc(NC(=O)c2cc([N+](=O)[O-])ccc2N2CCOCC2)cc1)c1cccs1	-10.0%
CNC(=O)[C@@H]1CN(C(=O)c2ccsc2)C[C@H]1c1nc(C)no1	1.9%
COC(=O)c1c(-c2cccs2)csc1NC(=O)COc1ccccc1	u
Cc1cc(-c2ccc(S(=O)(=O)N3CCN(c4cc(Cl)ccc4C)CC3)s2)on1	8.4%
CC(C)(C)Nc1ncnc2sc(-c3ccccc3)cc12	u
COC(=O)c1sccc1NC(=O)CC1(C(=O)O)CCCCCC1	14.7%
Cc1ccc(N(C)S(=O)(=O)c2c(-c3cccc(F)c3)csc2C(=O)NCc2cccnc2)cc1	17.2%
CCCN(Cc1cccs1)C(=O)Nc1cc(C)ccc1OC	11.2%
O=C(/C=C/c1cccs1)c1cc2ccccc2o1	-10.5%
